# All columns: NCI-60 one-dose screen, growth in % after 48 h at 10 µM unless noted; 100 = growth as untreated, 0 = no growth, -100 = all killed.
# OVCAR-5 = OVCAR-5 ovarian cancer. actives 2.9% (n = 82,000). AID 1794783
# OVCAR-3 = OVCAR-3 ovarian cancer | actives 7% (n = 79,000) | AID 1794787
# KM12 = KM12 colon cancer cells | actives 5% (n = 82,000)
# PC-3 = PC-3 prostate cancer cells; AID 1794754; actives 3.9% (n = 80,000)
# SW-620 = SW-620 colon cancer | actives 5.2% (n = 82,000)
# OVCAR-4 = OVCAR-4 ovarian cancer cells; actives 3.7% (n = 80,000)
# OVCAR-8 = OVCAR-8 ovarian cancer | actives 4.4% (n = 81,000) | AID 1794782
# DU-145 = DU-145 prostate cancer; actives 4.2% (n = 81,000)
# HCC-2998 = HCC-2998 colon cancer; actives 4.7% (n = 79,000)
# * marks the source's active call; other numbers are inactive results; nt = no result given; & = joins results of further samples. How the source made its calls: active means growth percent below 10; inactive means the rest.
SMILES,OVCAR-5,OVCAR-3,KM12,PC-3,SW-620,OVCAR-4,OVCAR-8,DU-145,HCC-2998
COC(=O)C1(CC(=O)c2ccc(C)cc2)NC(=S)NC(=O)C1C#N (stereo not drawn),108,116,108,100,104,110,104,112,112
N/C(=N\C(N)=N\c1nc2ccccc2s1)c1ccc(C(F)(F)F)cc1,105,91,62,8.6*,106,95,56,80,94
c1ccc(Cn2cc3c(c2-c2ccccc2)CCc2cnoc2-3)cc1,96,57,28,83,24,86,84,88,58
COCc1cc(C(C)(C)C)c(O)c(C(C)(C)C)c1,107,109,108,105,101,nt,109,110,106
O=C(Oc1ccc(CCI)cc1)c1ccc([N+](=O)[O-])cc1,114,118,109,89,101,nt,98,102,98
O=C(O)CCCc1cccc2c1CCCC2,96,114,104,93,97,103,99,113,108
Nc1ccc(CCCl)cc1,119,111,96,78,96,100,83,97,96
CCCC(NC(=O)C(C)NC(=O)c1cccc(N2C(=O)/C(=C/c3ccccc3)SC2=S)c1)C(=O)O (stereo not drawn),98,114,100,94,103,108,97,108,111
Nc1ccccc1-c1nn2c(CCC(=O)c3nc4ccc([N+](=O)[O-])cc4[nH]3)nnc2s1,117,102,95,90,93,105,106,105,103
CCc1nnc(NC(=O)c2ccoc2COc2ccccc2)s1,85,34,32,67,24,92,64,75,69
Cc1cc2[nH]c(=O)c3c4cccnc4cn3c2cc1C,130,104,97,93,86,nt,103,100,113
COc1ccc(C(C)=O)cc1S(=O)(=O)Nc1c(N)ncnc1N,98,111,97,88,103,93,97,104,101
N/C(=N\N=C\c1cc2ccccc2s1)N/N=C/c1cc2ccccc2s1,104,107,103,97,103,102,107,115,103
O=C(OCCCCCOC(=O)c1ccccc1)c1ccccc1,109,98,108,83,100,103,99,102,101
O=C(O)c1cscc1-c1cccc2ccccc12,107,114,102,95,107,105,99,112,106
N#C/C(=C\c1ccc(-c2ccccc2)cc1)C(=O)c1ccccc1,122,115,114,87,108,101,95,120,100
COc1ccc(C2N(c3ccccc3)NC(=O)[C@H]3CCCN23)cc1 (stereo partly drawn),93,98,94,88,91,94,103,106,94
Cc1ccc(S(=O)(=O)NNC(=O)C(Cl)(c2ccccc2)c2ccccc2)cc1,104,109,106,90,104,107,103,107,106
CCOC(=O)CC1CSC(N/N=C/c2ccc([N+](=O)[O-])cc2)=N1 (stereo not drawn),112,109,101,94,98,104,98,111,104
COC(=O)[C@]1(CCSC)N[C@H](c2cn(-c3ccccc3)nc2-c2ccccc2)[C@@H]2C(=O)N(c3ccccc3)C(=O)[C@@H]21,99,101,99,92,101,93,nt,109,102
CC(C)CCC(=O)[C@@H](C)[C@H]1[C@@H](OC2OCC(O)C(O)C2NS(C)(=O)=O)C[C@H]2[C@@H]3CC=C4C[C@@H](O)CC[C@]4(C)[C@H]3CC[C@]12C (stereo partly drawn),65,69,47,4.5*,12,76,35,49,67
N=C1C(c2nc(-c3ccc(Br)cc3)cs2)=C(O)CN1Cc1cccnc1,77,101,62,-6.4*,82,37,16,12,86
CC1(C)OB(c2ccc(CSc3ncnc4nc[nH]c34)cc2)OC1(C)C,113,98,92,91,94,84,87,91,93
O=C(c1ccccc1)c1ccc[n+](CCc2c[nH]c3ccccc23)c1,84,92,98,62,96,101,113,110,104
COc1cc(C(=O)O)cc(OC)c1OC(C)=O,99,98,100,115,106,104,98,107,101
O=C(CSc1nc2sc3c(c2c(=O)n1Cc1ccccc1)CCCC3)Nc1ccc(Cl)cc1,93,114,111,79,105,86,99,102,105
ClC1=C(Cl)C(Cl)=C(Cl)C1,100,110,106,106,108,116,114,119,100
C=CCn1cc(-c2nc3ccccc3s2)c2cc(-c3ccc4c5c(cccc35)C(=O)N(CCN)C4=O)ccc21,101,101,105,93,100,104,100,111,105
CCOC(=O)c1ccc(NC(=O)NC2=NCCS2)cc1,97,-54*,15,16,78,71,27,0.8*,45
COc1ccc2c(c1)nc(N)c1c3cccnc3cn21,nt,20,17,21,21,nt,4.9*,5.3*,20
O=C1c2cccc(NCCN=Cc3cc([N+](=O)[O-])ccc3O)c2C(=O)c2c(NCCN=Cc3cc([N+](=O)[O-])ccc3O)cccc21,86,85,47,50,30,69,79,67,nt
C[C@@H](C[C@H](CC1CC1)c1ccccc1)c1ccc2ccccc2c1,107,113,103,99,94,96,106,106,101
O=c1cc(-c2ccccc2)c2ccc(O)cc2o1,93,110,99,85,102,103,95,107,99
Cc1ccccc1OCc1ccccc1Br,105,114,102,95,94,103,100,104,105
CCCCc1oc2ccc([N+](=O)[O-])cc2c1C(=O)c1ccc(C#CC2CC2)cc1,87,103,99,75,87,85,92,98,100
CC1CCCC1OC(=O)c1ccc([N+](=O)[O-])cc1 (stereo not drawn),101,116,108,101,106,96,105,98,104
Brc1cc2c(c3ccccc13)N1O[C@@H](C2)C[C@H]1CCc1ccccc1,97,117,98,91,100,nt,104,105,113
O=C(Nc1ccc(Cl)cc1)Oc1ccc(Cl)cc1Cl,102,104,95,90,99,110,98,101,101
O=C(O)CCNC(=O)c1ccccc1,103,115,111,95,107,111,108,120,103
O=C1OCC/C1=C\c1ccccc1,116&102,113,104,98&96,102&106,110&107,109&98,115,85&106

# Some of these compounds in order of SMILES length, descending.
SMILES,OVCAR-5,OVCAR-3,KM12,PC-3,SW-620,OVCAR-4,OVCAR-8,DU-145,HCC-2998
CC(C)CCC(=O)[C@@H](C)[C@H]1[C@@H](OC2OCC(O)C(O)C2NS(C)(=O)=O)C[C@H]2[C@@H]3CC=C4C[C@@H](O)CC[C@]4(C)[C@H]3CC[C@]12C (stereo partly drawn),65,69,47,4.5*,12,76,35,49,67
COC(=O)[C@]1(CCSC)N[C@H](c2cn(-c3ccccc3)nc2-c2ccccc2)[C@@H]2C(=O)N(c3ccccc3)C(=O)[C@@H]21,99,101,99,92,101,93,nt,109,102
CCCC(NC(=O)C(C)NC(=O)c1cccc(N2C(=O)/C(=C/c3ccccc3)SC2=S)c1)C(=O)O (stereo not drawn),98,114,100,94,103,108,97,108,111
Nc1ccccc1-c1nn2c(CCC(=O)c3nc4ccc([N+](=O)[O-])cc4[nH]3)nnc2s1,117,102,95,90,93,105,106,105,103
O=C(CSc1nc2sc3c(c2c(=O)n1Cc1ccccc1)CCCC3)Nc1ccc(Cl)cc1,93,114,111,79,105,86,99,102,105
Brc1cc2c(c3ccccc13)N1O[C@@H](C2)C[C@H]1CCc1ccccc1,97,117,98,91,100,nt,104,105,113
N=C1C(c2nc(-c3ccc(Br)cc3)cs2)=C(O)CN1Cc1cccnc1,77,101,62,-6.4*,82,37,16,12,86
CC1(C)OB(c2ccc(CSc3ncnc4nc[nH]c34)cc2)OC1(C)C,113,98,92,91,94,84,87,91,93
N/C(=N\N=C\c1cc2ccccc2s1)N/N=C/c1cc2ccccc2s1,104,107,103,97,103,102,107,115,103
c1ccc(Cn2cc3c(c2-c2ccccc2)CCc2cnoc2-3)cc1,96,57,28,83,24,86,84,88,58
CCc1nnc(NC(=O)c2ccoc2COc2ccccc2)s1,85,34,32,67,24,92,64,75,69
CCOC(=O)c1ccc(NC(=O)NC2=NCCS2)cc1,97,-54*,15,16,78,71,27,0.8*,45
O=c1cc(-c2ccccc2)c2ccc(O)cc2o1,93,110,99,85,102,103,95,107,99
O=C(O)CCNC(=O)c1ccccc1,103,115,111,95,107,111,108,120,103
O=C1OCC/C1=C\c1ccccc1,116&102,113,104,98&96,102&106,110&107,109&98,115,85&106

# (continued)
SMILES,OVCAR-5,OVCAR-3,KM12,PC-3,SW-620,OVCAR-4,OVCAR-8,DU-145,HCC-2998
COC(=O)[C@]12CC[C@@H](C)[C@H](C)[C@@H]1C1=CC[C@@H]3[C@@]4(C)CC(=O)[C@H](OC(=O)/C=C/c5ccccc5)[C@@]5(C)COC(=C45)C[C@@]3(C)[C@]1(C)CC2,90,82,82,38,85,67,93,97,98
CC1=C(C(=O)OC(C)C)C(c2ccc(O)cc2)NC(=O)N1 (stereo not drawn),105,108,111,92,103,100,108,111,111
O=C(Nc1ccccc1OCC1CCCO1)c1ccc(-c2ccccc2)cc1 (stereo not drawn),98,110,90,61,90,84,95,100,100
CCOC(=O)c1c[nH]c2cc([N+](=O)[O-])ccc2c1=O,126,117,107,107,106,116,108,118,110
Cc1ccc(/C=C(\C(=O)NNS(=O)(=O)c2ccc(C)cc2)c2nc3ccccc3s2)cc1,105,108,102,102,98,109,106,105,120
COc1ccccc1O,108,109,105,105,105,105,96,112,108
CC(=O)c1c(-c2ccc(OC(F)(F)F)cc2)nc2ccccn12,83,101,97,95,105,100,nt,101,105
CC(C)CCSc1nc(-c2ccc(F)cc2)c(C#N)c(N2CCOCC2)n1,98,101,93,83,96,100,88,92,109
CCc1nc2cc(/C=C/C(=O)NO)c(F)cc2c(=O)n1CCc1ccccc1,25,5.1*,16,17,18,11,6.5*,4.0*,37
COc1cc(N)c2ncccc2c1Br,93,109,100,93,103,94,106,103,102
OCCCc1n(Cc2ccc3ccccc3c2)c2ccccc2[n+]1Cc1ccc2ccccc2c1,31,0.8*,-21*,23,19,22,15,48,13
c1ccc2c(c1)Cc1ccccc1N2CCN1CCCCC1,97,108,95,83,89,95,91,104,86
CCOC(COc1ccccc1)OCC,101,107,106,99,106,121,108,107,117
O=C(NC(=S)Nc1cc(Cl)ccc1O)c1cccc(Br)c1,99,62,59,62,76,54,56,90,90
O=C(CSc1nc2ccccc2[nH]1)Nc1ccccc1Cl,98,104,97,91,96,92,100,104,100
O=C1C=C(N2CCOCC2)C(=O)C=C1N1CCOCC1,95,105,99,95,114,99,106,106,101
CN1CCN(c2ccc3nc(-c4ccc5nc(-c6ccc(C(F)(F)F)cc6)[nH]c5c4)[nH]c3c2)CC1,110,-17*,50,30,1.3*,nt,66,59,87
CCCCCCCCCCCCCCCCCC(=O)OCCCCCCC,106,101,98,93,98,110,102,104,102
O=C(Nc1ccccc1O)Nc1ccccc1O,110,103,100,91,100,101,94,105,92
N#Cc1ccc([N+](=O)[O-])cc1NC(N)=S,104,100,96,84,106,99,113,108,107
Clc1ccc(-c2nnc(COc3ccc(C4=NNC(c5ccccn5)C4)cc3)o2)cc1 (stereo not drawn),102,113,105,104,104,96,100,111,110
O=C(c1ccc(O)cc1)c1ccccc1O,103,115,105,86,104,118,98,119,nt
O=C(/C=C/c1ccc(F)cc1)c1ccc(-n2cc(CN3CCN(c4cc5c(cc4F)c(=O)c(C(=O)O)cn5C4CC4)CC3)nn2)cc1,97,106,104,97,104,108,104,108,100
CCCCCCCSc1ccc(C(=O)O)cc1,110,118,116,100,105,94,96,119,114
Nc1nc(=O)c2ccccc2c(=O)[nH]1,100,104,104,105,103,104,106,106,100
CCN(CC)CCS(=O)(=O)CCNc1ccnc2cc(Cl)ccc12,19,-15*,-25*,33,7.2*,25,14,-24*,-13*
C=CCNC(=S)NNc1nc(C)cc(=O)[nH]1,103,100,101,103,105,110,98,103,93
CCCCOC(=O)c1ccc(C)cc1,115,114,106,101,105,111,114,110,104
CS(=O)(=O)Nc1ccc(C(=O)N=Nc2c(O)[nH]c3ccc(Cl)cc23)cc1,110,110,100,104,101,102,112,107,107
C[N+]1(C)CCCC(C#CC[N+]2(C)CCOCC2)C1 (stereo not drawn),100,107,101,75,102,98,100,102,99
Nc1ccc(OCc2ccccc2)cc1[N+](=O)[O-],104,124,104,100,105,96,106,99,104
O=C1C=C(Nc2ccccc2)C(=O)C=C1Nc1ccccc1,113,96,103,97,99,108,97,99,110
O=C(Nc1nc2ccccc2s1)Nc1ccccc1C(=O)O,104,97,99,89,96,100,104,104,104
N#Cc1c(-c2ccccc2)cc(-c2ccccc2)n(CCC(=O)O)c1=O,94,15,34,75,37,91,50,81,74
O=C(Nc1ccc(Br)cc1)Nc1cccc(-c2cc(=O)c3ccccc3o2)c1,93,100,100,100,108,102,103,106,108
O=C(O)c1ccccc1CO,100,110,103,95,102,117,102,110,104
CC(=O)c1cc(C)oc1C,93,115,111,99,104,114,101,117,106
O=[N+]([O-])c1ccccc1Nc1ccc2ccccc2c1,113,96,99,92,84,88,89,107,105
Clc1nc(Cl)c2ccccc2n1,90,110,102,100,98,82,104,94,117
c1cc2n(c1)CCc1cnc(NC3CCCC3)nc1-2,89,109,113,95,99,109,99,100,107
N#CCCOCCOC(=O)Nc1cccc(Cl)c1,103,117,103,98,107,nt,111,112,105
C=C1C(=O)O[C@H]2[C@H]1CC/C(COC(=O)NCc1ccc(Cn3c(=O)sn(CCCI)c3=O)cc1)=C\CC[C@@]1(C)O[C@@H]21,71,-33*,100,49,-43*,18,38,13,104
CCN1[C@@H]2CC[C@H]1/C(=C\c1ccc(C)cc1)C1=C2[C@@H](c2ccc(C)cc2)C(C#N)=C(N)O1,100,87,96,77,98,82,88,95,96
COc1ccc(-c2nc(SCc3cc(=O)oc4ccc(C)cc34)[nH]c(=O)c2C(=O)NC(C)(C)C)cc1,99,101,95,88,107,95,101,103,110
N#CC1(c2ccc(NC(=O)c3cccnc3NCc3ccncc3)cc2)CCCC1,83,69,75,55,81,72,68,66,103
CSc1cc(C)[o+]c(C)c1,101&98,106&107,105&104,88&89,113&100,105&96,98&117,128&110,108&99
CNc1ncnc2c1ncn2-c1ccccc1,101,109,107,47,104,101,97,107,106
O=C(O)c1ccc(-c2nn(-c3ccc(C(F)(F)F)cc3)cc2CNc2ccc(Br)cc2)cc1,100,65,59,59,91,74,64,84,100
COc1ccc(-c2cc(-c3ccccc3)nn(CC(=O)NCCc3ccc(OC)c(OC)c3)c2=O)cc1,97,101,100,98,109,90,98,101,111
CO[C@H]1[C@H](n2ccc(=O)[nH]c2=O)O[C@](F)(CO)[C@H]1O,95,97,100,89,95,94,95,98,106
CCCCn1sc(=O)n(Cc2ccc(CNC(=O)C(C)c3ccc(CC(C)C)cc3)cc2)c1=O (stereo not drawn),113,93,100,94,78,84,90,99,97
CN(CCNc1ccc(C(=N)N)cc1)c1ccc(C(=N)N)cc1,92,91,86,82,99,96,81,67,100

# Bioassay records (PubChem)
